# Source: PubChem BioAssay (several laboratories)
# PHOSPHO1 inh: PHOSPHO1 (human) inhibition; AID 1565; Q8TCT1; 1.1% of 290,000 active; inhibition, % at 13.3 µM; recombinant PHOSPHO1, absorbance phosphatase assay; in the data active means inhibition above about 60%
# GPR7 antag: antagonists of human GPR7 (neuropeptides B/W receptor 1). P48145. inhibition, % at 4.4 µM. GPR7-expressing cells, fluorescence antagonist assay. 1.1% of 290,000 active. AID 1861; in the data active means inhibition above about 16%, passing the limit was not always enough;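 further: cells stimulated with the agonist NPW; 0% = agonist with vehicle and 100% = vehicle without agonist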
# V1R ag counter: counter-screen for oxytocin receptor agonists: human V1a receptor agonists. P37288. CHO-V1R cells, Fluo-8 calcium fluorescence, agonist mode; 0% DMSO, 100% 3 nM vasopressin. activation, % at 3 µM. 0.25% of 320,000 active. AID 2797;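 active means activation above the mean activation of all tested compounds plus 3 SD, per screening run, cut at about 20% in these data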;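 further: signal is peak over basal fluorescence ratio across a 100 second FLIPR read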
# Target sequence (P37288 whole entry, looked up): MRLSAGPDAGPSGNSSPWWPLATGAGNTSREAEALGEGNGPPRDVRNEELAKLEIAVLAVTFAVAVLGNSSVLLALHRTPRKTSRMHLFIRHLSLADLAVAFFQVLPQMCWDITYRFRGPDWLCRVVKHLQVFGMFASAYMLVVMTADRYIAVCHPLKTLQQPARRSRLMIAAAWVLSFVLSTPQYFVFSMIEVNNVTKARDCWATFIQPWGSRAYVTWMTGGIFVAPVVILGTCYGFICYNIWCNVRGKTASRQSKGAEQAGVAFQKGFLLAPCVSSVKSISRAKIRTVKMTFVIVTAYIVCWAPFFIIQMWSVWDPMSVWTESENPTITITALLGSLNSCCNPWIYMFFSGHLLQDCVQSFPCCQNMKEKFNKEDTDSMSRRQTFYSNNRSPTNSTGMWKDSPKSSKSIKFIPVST
# MEKK2 WT-MEK5: raises or lowers MEK5 binding to wildtype human MEKK2 PB1 domain. Q9Y2U5. bead flow cytometry, Alexa488-MEK5 binding to MEKK2 WT; actives lie on both sides. binding response (% of control), % at 10 µM. 1.1% of 290,000 active. AID 1531; in the data active means binding response below about 67% or above about 130%
# MEKK3 PB1 HTS: raises or lowers MEK5 binding to the human MEKK3 PB1 domain | 1.4% of 290,000 active | binding response (% of control), % at 10 µM | AID 1529 | bead-based flow cytometry, Alexa488-MEK5 binding to MEKK3; actives lie on both sides; 0 = blocked by unlabeled MEK5, 100 = vehicle;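 active means binding response more than 3 SD above or below the average of its plate-row segment, actives on both sides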;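 further: Alexa488 bead fluorescence after subtracting the streptavidin-only scavenger bead signal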
# Target sequence (Q99759 whole entry, looked up, the tested form may be a part): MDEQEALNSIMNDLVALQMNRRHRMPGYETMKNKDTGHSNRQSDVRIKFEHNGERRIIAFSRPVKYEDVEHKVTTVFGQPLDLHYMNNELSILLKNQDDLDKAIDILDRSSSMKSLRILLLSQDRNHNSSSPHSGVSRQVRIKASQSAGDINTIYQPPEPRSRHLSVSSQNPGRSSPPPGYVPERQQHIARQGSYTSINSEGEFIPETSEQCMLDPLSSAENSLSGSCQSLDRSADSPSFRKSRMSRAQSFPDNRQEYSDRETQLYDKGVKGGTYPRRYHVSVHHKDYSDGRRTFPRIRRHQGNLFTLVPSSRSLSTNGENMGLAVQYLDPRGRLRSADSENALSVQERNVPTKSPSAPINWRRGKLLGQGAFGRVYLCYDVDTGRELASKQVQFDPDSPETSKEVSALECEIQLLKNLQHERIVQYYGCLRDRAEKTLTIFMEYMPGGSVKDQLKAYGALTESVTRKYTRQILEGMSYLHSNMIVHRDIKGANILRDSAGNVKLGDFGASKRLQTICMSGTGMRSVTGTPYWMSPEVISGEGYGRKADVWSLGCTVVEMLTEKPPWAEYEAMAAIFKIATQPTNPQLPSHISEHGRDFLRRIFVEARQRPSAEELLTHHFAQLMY
# OXTR agonist: activates the human oxytocin receptor; 0.32% of 320,000 active; AID 2435; P30559; CHO-OTR cells, Fluo-8 calcium fluorescence; normalized: DMSO 0%, oxytocin 100%; activation, % at 3 µM;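 active means activation above the mean of all tested compounds plus 3 SD, cutoff set per screening run, cut at about 20% in these data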;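 further: peak over basal fluorescence ratio from a 100 s FLIPR kinetic read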
# NALP1 inh: blocks the NALP1 inflammasome reconstituted in yeast; inhibition, % at 10 µM; S. cerevisiae NALP1/ASC/caspase-1 growth, X-gal OD620, 72 h; 0.61% of 280,000 active; AID 2071; in the data active means inhibition mostly above about 24%, no sharp cut-off; inactive means mostly below about 32%; further: some compounds called inactive have numbers as strong as hits
# GalR3 antag: antagonists of human GalR3. AID 651719. O60755. 0.44% of 360,000 active. HEK293 GalR3-CNG cAMP membrane potential fluorescence; galR3 body fused to GalR1 C-terminus. inhibition, % at 3 µM;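 active means inhibition above the screen-wide average plus 3 SD, cut at about 13% in these data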;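 further: forskolin and galanin both at EC90 stimulate the cells; cAMP rise reported by CNG channel membrane potential dye signal; 0% = forskolin plus galanin with DMSO and 100% = forskolin alone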
# MEKK2mut PB1 HTS: signal of MEK5 binding to mutant human MEKK2 PB1 domain. bead flow cytometry, Alexa488-MEK5 binding to MEKK2 mutant. percent response, % at 10 µM. 0.35% of 290,000 active. AID 1530; in the data active means percent response above about 24%, passing the limit was not always enough; further: inactives centre near 1; some results filed as inactive read as strong as hits; reference of the scale not given here
# The depositor's hits bear a star; nt = not tested or not shown; & = joins results of further samples.
SMILES,PHOSPHO1 inh,GPR7 antag,V1R ag counter,MEKK2 WT-MEK5,MEKK3 PB1 HTS,OXTR agonist,NALP1 inh,GalR3 antag,MEKK2mut PB1 HTS
CCN(CC)C(=O)C(=O)c1cccn1-c1ccc(C#N)cc1,30,-14,1.5,105,106,0.1,10,-3,10
S=c1[nH]nc(-c2cccnc2)n1Cc1ccccc1,7,9,1.1,103,103,-0.9,-8,-3,2
CC(=O)NS(=O)(=O)c1ccc(NC(=O)c2ccc3c(c2)C(=O)N(CCC(C)C)C3=O)cc1,-2,-5,-0.7,93,96,0.2,26,-4,-2
COc1ccc(OC)c(NC(=S)N2c3ccccc3CC2C)c1 (configuration not stated),4,-16,0.3,97,99,-0.4,8,0,-1
CCOC(=O)CSc1nnc(CNc2ccc(Cl)cc2)n1-c1ccccc1,35,2,8.7,99,100,15,14,-2,1
O=C(NC1CCCCC1)C(c1cccnc1)N(C(=O)c1csnn1)c1ccccc1 (configuration not stated),24,0,-0.7,99,101,-0.3,-3,-9,3
CC1Cc2ccccc2N1C(=O)CSc1nnnn1C(C)C (configuration not stated),62*,5,-0.5,101,98,-1.3,2,1,2
CCc1ccc2[nH]c(=O)c(C(c3nnnn3CC3CCCO3)N3CCN4CCCC4C3)cc2c1 (configuration not stated),12,-6,-0.5,104,98,-0.6,19,1,6
C#Cc1ccc(CN2CCN(CCCc3ccccc3)C(CCO)C2)cc1 (configuration not stated),8,-1,0.7,107,99,0.2,22,-13,5
O=C(NCCN1CCN(C(=O)c2cc3ccccc3oc2=O)CC1)c1cc2ccccc2oc1=O,18,4,-0.6,108,106,-0.7,-4,-3,4
O=C(CCc1nnc(-c2ccc3c(c2)OCO3)o1)NC(c1ccccn1)C(F)(F)F (configuration not stated),41,0,1.0,95,96,-0.1,7,-4,-4
O=C(CSc1nncc(=O)[nH]1)NCc1ccccc1,33,-6,0.7,57,88,0.3,2,10,-13
Cc1cc(=O)oc2cc(OCC(=O)OCC(=O)Nc3c(C)n(C)n(-c4ccccc4)c3=O)ccc12,24,0,1.4,108,110,0.7,11,0,0
O=C(c1ccc(N2CCCCC2)c([N+](=O)[O-])c1)N1CCOCC1,43,-8,0.1,91,95,0.0,20,-5,-6
Clc1ccc(CN(CC2CCCO2)C(c2cccs2)c2nnnn2C2CCCC2)cc1 (configuration not stated),-25,1,2.1,105,107,-0.4,-2,-7,0
COc1ccc(CNC(=O)[C@H](C)N2C(=O)N3CCc4c([nH]c5ccc(OC)cc45)[C@@]3(C)C2=O)cc1,23,8,3.2,100,103,6.0,12,-5,-1
CCOC(=O)C1(CCOC)CCN(Cc2ccc3nonc3c2)CC1,37,-16,-1.0,96,98,0.1,2,-3,-1
CCOC(=O)c1cnc2c(C)cccc2c1Nc1cccc(C(=O)O)c1,36,-3,0.5,96,96,0.3,-11,2,-3
Cc1ccc(S(=O)(=O)C2(C(=O)O)CCCC2)cc1C,-22,0,0.2,nt,nt,0.5,17,-5,nt
COc1ccccc1Oc1ccc(S(=O)(=O)N2CCCCC2C)cc1 (configuration not stated),36,16,1.1,97,102,-1.2,2,-6,-3
COc1ccc(CC(=O)NNC(=O)CSc2nnc(C)n2-c2ccccc2)cc1,9,-2,0.5,96,85,0.1,16,-2,-1
Cc1ccc(C(=O)Nc2cccc3ccccc23)cc1,46,-2,-2.1,102,104,-2.4,2,-8,4
COc1ccc(NC(=O)CN2CCN(c3nc(-c4cccc(OC)c4)cs3)CC2)cc1,1,1,3.5,99,105,2.2,5,-3,1
CC(Oc1ccccc1)C(=O)Nc1ccc(NC(=O)c2ccccc2)cc1 (configuration not stated),33,-16,1.3,100,101,0.7,15,2,1
COc1ccc2c(c1)c(C(=O)N/N=C/c1ccc(OC)c(OC)c1)c(C)n2C,11,-2,0.5,108,152*,-1.4,30,-8,0
COc1ccc2[nH]c(C)c(CCNC(=S)Nc3ccccc3OC)c2c1,-1,-5,7.2,103,109,4.7,12,-2,-2
COc1cccc(-c2nnc(NC(=O)C3CCCCC3)o2)c1,9,-16,0.1,104,100,-0.1,-1,2,1
O=C(CSc1nc2ccccc2[nH]1)c1ccc(Cl)s1,103*,8,-0.9,96,95,-1.3,14,1,17
CC(C)(C)NC(=O)c1ccccc1-c1nc2ccccc2s1,30,-8,11,106,109,9.5,nt,-6,1
Cc1ccc(S(=O)(=O)c2nc(S(C)(=O)=O)sc2N2CC(C)OC(C)C2)cc1 (configuration not stated),43,-4,0.6,103,99,0.1,3,2,6
COc1ccc(NC(=O)CCCC2CCCCC2)cc1S(=O)(=O)N1CCCCC1,6,3,-0.6,100,103,-2.1,25,2,1
COc1ccc(Cl)cc1C(=O)Nc1nc2ccccc2[nH]1,39,-7,2.6,98,101,1.2,38*,-6,-5
Cc1ccc(C(=O)NC2CCN(C(=O)NCc3ccccc3)CC2)cc1,16,-16,0.1,100,98,-0.2,9,-6,0
O=C(c1ccc2oc(Cc3ccc(Cl)cc3)nc2c1)N1CC[C@H](O)C1,2,-17,0.8,103,102,2.3,11,-6,1
O=C(NCCc1ccccc1)/C(=C\c1cccc([N+](=O)[O-])c1)NC(=O)c1ccco1,43,-1,0.3,105,100,-2.0,2,-1,8
Cc1ccc(-n2ncc3c(N4CCCC4)ncnc32)c(C)c1,2,-12,-0.4,96,104,-1.1,6,-2,2
CC(C)C1Cc2c(sc3c2c(=O)n(Cc2ccccc2)c2nncn32)CO1 (configuration not stated),-34,-14,-0.8,95,96,-1.6,4,-3,-4
COc1ccc(C(=O)NNS(=O)(=O)c2ccc(OC)cc2)cc1,23,0,1.5,97,97,-0.9,5,-10,2
Cc1cc(Nc2cccc(Cl)c2)nc(NCc2ccccc2)n1,-10,2,9.6,119,100,9.4,42,-5,8
Cc1cccc(N=C2NC(=O)/C(=C/c3cccn3C)S2)c1C,0,-7,2.4,103,101,1.0,-11,-1,5
CC1CCCCN1CCCNC(=O)c1ccc2c(=O)n(CCc3ccccc3)c(=O)[nH]c2c1 (configuration not stated),6,6,0.3,123,105,0.6,6,-1,7
Cc1ccc(C(=O)N2CCN(c3ncccn3)CC2)c(C)c1,18,4,1.5,94,99,1.3,32,-8,-5
Cc1cccc(Nc2ncnc3onc(-c4cccc(Cl)c4)c23)c1C,10,1,-1.0,92,98,-2.4,22,-5,1
CCOc1cc(Cl)c(S(=O)(=O)NCCCn2ccnc2)cc1Cl,nt,-1,11,109,107,15,nt,-11,2
COC(=O)c1[nH]c2c(c1C)C(=O)CC(c1cc(OC)ccc1OC)C2 (configuration not stated),-10,14,1.6,98,97,-1.1,26,2,-1
CC(C1CC2CCC1C2)n1c(-c2cccs2)n[nH]c1=S (configuration not stated),-114,-7,-1.4,102,100,-2.2,nt,-4,-1
COc1ccc(CCN2CCCC(CN(C)C(=O)c3cc(C)oc3C)C2)cc1 (configuration not stated),46,-10,0.1,108,104,-0.7,17,-4,11
COc1cccc(CNC(=O)C2CCN(S(=O)(=O)c3cccs3)CC2)c1,-9,8,0.7,97,104,1.2,22,-3,2
CC(=O)Nc1ccc(S(=O)(=O)n2cnc(C)c2)cc1,-3,-9,-0.7,97,96,-0.7,4,3,-7
O=C(c1cccc([N+](=O)[O-])c1)N1CCN(c2cccc(Cl)c2)CC1,3,23*,1.5,108,108,-0.5,9,-4,-1

# Next entries:
SMILES,PHOSPHO1 inh,GPR7 antag,V1R ag counter,MEKK2 WT-MEK5,MEKK3 PB1 HTS,OXTR agonist,NALP1 inh,GalR3 antag,MEKK2mut PB1 HTS
COCc1nnc(NC(=O)CCSc2ccccc2)s1,-6,-5,0.0,110,108,0.2,26,-1,5
NC(=O)COc1ccc(NC(=O)OCc2ccccc2)cc1,-3,2,8.5,98,101,0.5,14,-5,3
CCC(NS(=O)(=O)c1ccc2c(c1)Cc1cc(S(=O)(=O)NC(CC)C(=O)O)ccc1-2)C(=O)O (configuration not stated),30,-2,0.5,98,92,0.0,7,-3,-1
Cc1ccc(Sc2ccc(NC(=O)CCl)cc2)c(C)c1,5,2,2.4,107,111,1.4,37,-2,-2
COc1ccc(C(C)=O)c(OC(=O)c2ccco2)c1,48,-12,-0.5,103,102,0.7,15,-6,3
CCCS(=O)(=O)N1CCCC(C(=O)NCCCN(CC)c2cccc(C)c2)C1 (configuration not stated),20,-9,1.1,95,88,-0.9,0,-2,-10
O=C(COC(=O)c1ccc(Br)c(S(=O)(=O)N2CCOCC2)c1)NCC1CCCO1 (configuration not stated),-4,-6,0.6,97,92,0.3,17,-2,-1
Cc1nc2ccc(NC(=S)NC3CC3)cc2nc1C,-22,0,0.8,105,116,-0.3,17,-3,0
CCOC(=O)c1cc2c(=O)n3cccc(C)c3nc2n(CC2CCCO2)c1=NC(C)=O (configuration not stated),nt,-2,-0.4,95,94,0.2,nt,-7&-6,-8
CC(C)C(=O)Nc1cccc(NC(=O)c2cccc(Br)c2)c1,6,-2,1.7,nt,nt,0.2,-28,0,nt

# A run of entries from further up, as a working copy:
SMILES,PHOSPHO1 inh,GPR7 antag,V1R ag counter,MEKK2 WT-MEK5,MEKK3 PB1 HTS,OXTR agonist,NALP1 inh,GalR3 antag,MEKK2mut PB1 HTS
COCc1nnc(NC(=O)CCSc2ccccc2)s1,-6,-5,0.0,110,108,0.2,26,-1,5
NC(=O)COc1ccc(NC(=O)OCc2ccccc2)cc1,-3,2,8.5,98,101,0.5,14,-5,3
CCC(NS(=O)(=O)c1ccc2c(c1)Cc1cc(S(=O)(=O)NC(CC)C(=O)O)ccc1-2)C(=O)O (configuration not stated),30,-2,0.5,98,92,0.0,7,-3,-1
Cc1ccc(Sc2ccc(NC(=O)CCl)cc2)c(C)c1,5,2,2.4,107,111,1.4,37,-2,-2
COc1ccc(C(C)=O)c(OC(=O)c2ccco2)c1,48,-12,-0.5,103,102,0.7,15,-6,3

# Next section.
SMILES,PHOSPHO1 inh,GPR7 antag,V1R ag counter,MEKK2 WT-MEK5,MEKK3 PB1 HTS,OXTR agonist,NALP1 inh,GalR3 antag,MEKK2mut PB1 HTS
C=CCc1ccccc1OCCOc1ccc([N+](=O)[O-])cc1/C=N/NC(N)=O,-28,9,3.0,94,98,0.6,11,-7,-5
O=C(COc1ccc(C(=O)c2ccccc2)cc1)NC1CCCCC1,-7,-8,9.2,96,98,9.6,42,-3,-1
C=CCNC(=O)COC(=O)COc1ccc(Cl)cc1,4,-2,-0.6,83,95,2.0,-11,-7,-11
CC1CC(C)CN(C(=O)CCC(=O)Nc2nnc(C3CCCCC3)s2)C1 (configuration not stated),7,-3,1.4,95,91,-0.3,20,-6,-13
CCc1ccccc1NC(=O)Cn1nc(C)n2cccc2c1=O,15,-15,-0.9,97,96,-0.8,-7,-7,1
Cc1c(NC(=O)Nc2ccccc2Cl)sc(=S)n1C,-6,-6,1.2,103,99,1.0,-1,-5,1
COCCn1c(C)cc(C2=NNC(=Nc3ccc(F)cc3)SC2)c1C,30,1,-0.7,101,103,-2.0,18,-6,4
COc1ccccc1C(=O)NC(=S)Nc1ccc(NC(=O)c2ccco2)cc1,31,-2,0.9,85,85,0.1,-12,12,-9
COc1ccc(C(=O)OCC(=O)N2CCCC2=O)c(OC)c1,8,-11,-0.3,100,98,0.6,12,-4,-1
Cc1nn(-c2ccccc2)c(N2CCCC2)c1/C=N/NC(=O)c1cc(-c2cccnc2)nc2ccccc12,4,-15,-1.4,94,97,-2.5,23,-3,6
COc1ccccc1C1C(C(=O)c2cc3ccccc3o2)=C(O)C(=O)N1CCN1CCOCC1 (configuration not stated),36,-9,0.6,106,106,-0.7,10,2,5
Cc1c(C(C)(C)O)[nH]c2ccc(C(F)(F)F)cc12,-30,-8,5.1,95,97,2.1,0,-7,-2
Cc1ccc2c(CN(C)Cc3ccc(Cl)cc3)cc(=O)oc2c1,36,-11,0.9,103,99,-0.2,13,-9,1
CCCOc1ccc(/C=N/O)cc1,42,4,-0.8,118,111,-1.4,-5,-4,10
